Source: PubChem BioAssay
TIM10 inh: growth inhibitors of isogenic TIM10 control yeast, primary screen, counter-screen for tim10-1 yeast inhibitor project, luminescence, uHTS | S. cerevisiae TIM10 strain growth, BacTiter-Glo luminescence, 24 h | 1.4% of 330,000 active | AID 463195, 2010 | inhibition, % at 10 µM;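 active = inhibition of 40% or more at the single tested concentration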;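 also: wild-type TIM10 isogenic control strain grown at permissive 25 °C; 0% = DMSO yeast wells and 100% = minimal medium wells without yeast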
tim10-1 inh: growth inhibitors of tim10-1 mutant yeast, primary screen, luminescence, uHTS; S. cerevisiae tim10-1 ts strain growth, BacTiter-Glo, 24 h; inhibition, % at 20 µM; 2.2% of 330,000 active;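 active = inhibition of at least 40%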;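 also: mutant grown at 25 °C; 0% = DMSO wells with yeast and 100% = wells holding no yeast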
NLRP3 yeast inh: NALP3 inflammasome inhibitors in reconstituted yeast, primary screen, luminescence, uHTS; Yeast reconstituted NLRP3/ASC/caspase-1, beta-gal luminescence, 24 h; inhibition, % at 10 µM; 0.39% of 330,000 active;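 active = inhibition of 50% or more; inactive = inhibition below 50%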;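 also: plate controls were induced DMSO wells for no effect and uninduced yeast grown without galactose for full effect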
hIAP inh: human IAP inhibitors, primary screen, biochemical, luminescence, uHTS. 0.12% of 330,000 active. purified IAP, CDP-Star luminescence, 30 min. inhibition, % at 10 µM. Intestinal-type alkaline phosphatase (Homo sapiens), P09923;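 active = inhibition reaching a set limit with compound at 10 µM in the primary screen, cut at about 35% in these data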;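 also: plate controls were DMSO wells with enzyme for no effect and no-enzyme buffer wells for full effect; values of inactives mirror those of a sister screen read the other way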
Target sequence (P09923 whole entry, looked up): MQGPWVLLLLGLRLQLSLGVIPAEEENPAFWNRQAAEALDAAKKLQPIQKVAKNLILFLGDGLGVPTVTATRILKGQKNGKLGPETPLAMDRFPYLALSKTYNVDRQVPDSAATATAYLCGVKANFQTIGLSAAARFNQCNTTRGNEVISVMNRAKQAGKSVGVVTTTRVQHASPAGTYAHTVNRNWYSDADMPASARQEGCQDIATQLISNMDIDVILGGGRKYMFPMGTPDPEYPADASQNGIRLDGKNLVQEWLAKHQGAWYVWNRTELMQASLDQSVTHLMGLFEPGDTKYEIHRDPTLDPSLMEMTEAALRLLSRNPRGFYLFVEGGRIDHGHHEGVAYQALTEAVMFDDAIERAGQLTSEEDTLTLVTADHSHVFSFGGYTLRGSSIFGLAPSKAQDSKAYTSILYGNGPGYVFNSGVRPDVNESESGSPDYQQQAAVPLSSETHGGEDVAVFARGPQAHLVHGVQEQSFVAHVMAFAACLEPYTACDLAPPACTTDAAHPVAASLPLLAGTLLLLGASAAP
mIAP block: inhibitors of mouse IAP, primary screen, biochemical, luminescence, uHTS; inhibition, % at 10 µM; intestinal alkaline phosphatase [Mus musculus]; 0.2% of 330,000 active; purified mouse IAP, CDP-Star luminescence, 30 min; AID 2806, 2010;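 active = inhibition of at least 40% at 10 µM in the primary screen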;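 also: plate controls were DMSO with enzyme for no effect and no enzyme wells for full effect; values of inactives mirror those of a sister screen read the other way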
hIAP activ: human IAP activators, primary screen, biochemical, luminescence, uHTS; Intestinal-type alkaline phosphatase (Homo sapiens), P09923; purified human IAP, CDP-Star luminescence, 30 min; stronger effect = higher value; 1 = vehicle-only enzyme, 0 = enzyme-free background; activation factor at 10 µM; 0.16% of 330,000 active;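 active = activation factor of the enzyme at least 2-fold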; also: the source names both 10 and 20 µM as test concentration; values of inactives mirror those of a sister screen read the other way
ATG4B inh: ATG4B protease inhibitors, primary screen, biochemical, fluorescence, uHTS; 0.51% of 340,000 active; inhibition, % at 8.33 µM; ATG4B cleavage of LC3-PLA2, NBD-HPC fluorescence, 1 h; Cysteine protease ATG4B (Homo sapiens), Q9Y4P1; AID 504462, 2011; in the data active = inhibition above about 40%
Target sequence (Q9Y4P1 whole entry, looked up): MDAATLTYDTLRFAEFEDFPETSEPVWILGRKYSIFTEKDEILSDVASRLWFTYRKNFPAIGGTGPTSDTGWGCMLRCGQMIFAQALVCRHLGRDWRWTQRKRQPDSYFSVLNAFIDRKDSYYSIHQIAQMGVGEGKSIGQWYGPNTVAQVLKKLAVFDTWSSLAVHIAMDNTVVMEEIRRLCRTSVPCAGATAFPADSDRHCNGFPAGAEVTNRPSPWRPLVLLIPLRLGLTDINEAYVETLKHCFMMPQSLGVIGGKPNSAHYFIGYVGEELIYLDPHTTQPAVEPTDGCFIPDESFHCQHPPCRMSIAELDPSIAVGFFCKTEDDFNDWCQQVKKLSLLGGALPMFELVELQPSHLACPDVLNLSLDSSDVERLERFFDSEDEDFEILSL
Apaf-1 inh: inhibitors of human Apaf-1 apoptosome, primary screen, biochemical, DEVD-Rh110 fluorescence, uHTS | reconstituted apoptosome caspase-3 activity | inhibition, % at 20 µM | 0.71% of 330,000 active; active = inhibition of at least 40% at 20 µM;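 also: plate controls were DMSO wells for no effect and DEVD-CHO caspase inhibitor wells for full effect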
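Material: reconstituted apoptosome with Apaf-1, cytochrome c, caspase-9, procaspase-3, dATP / Buffer or medium: pH 7.5 Hepes buffer with CHAPS, BSA, DTT / Also added: cytochrome c with DEVD-Rh110 / Schedule: compound with Apaf-1, dATP, procaspase-3 30 min, then 50 min reaction, room temperature / Technique: rhodamine 110 fluorescence at Ex 480/Em 540 nm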
mIAP act: activators of mouse IAP, primary screen, biochemical, luminescence, uHTS; AID 2805, 2010; 0.24% of 330,000 active; activation factor at 10 µM; muIAP, CDP-Star luminescence, 30 min; stronger effect = higher value; 1 = vehicle-only enzyme signal, 0 = enzyme-free wells; intestinal alkaline phosphatase [Mus musculus];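 active = activation factor of at least 2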; also: the source names both 10 and 20 µM as test concentration; values of inactives mirror those of a sister screen read the other way
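Assay system: mouse IAP enzyme / Compound: DMSO-dissolved test compounds / Timing: 30 min, room temperature / Measured by: luminescence from enzymatic CDP-Star hydrolysis / Control set: DMSO-only wells, enzyme-free buffer wells as negative control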
Active calls of the source: *.

Sequence of screens: TIM10 inh	tim10-1 inh	NLRP3 yeast inh	hIAP inh	mIAP block	hIAP activ	ATG4B inh	Apaf-1 inh	mIAP act
> c1ccc(OCc2nn3c(-c4n[nH]c5c4CCC5)nnc3s2)cc1
 : 11	12	0	24	0	0.76	0	16	1
> CCOC(=O)c1c(N)c2cc([N+](=O)[O-])ccc2n1C
 : -8	-5	25	-23	-6	1.2	-8	-3	1.1
> Cc1csc(SCC(=O)Nc2ccc(S(=O)(=O)N3CCCC3)cc2)n1
 : 6	-1	8	-18	-9	1.2	4	-1	1.1
> CCCN(CCC)c1c([N+](=O)[O-])c(=O)oc2ccccc12
 : 8	11	2	1	1	0.99	-8	-8	0.99
> Cn1c(C=O)c(C#CC(C)(C)O)c2ccccc21
 : 38	29	11	0	7	0.99	-6	2	0.93
> O=S(=O)(c1c(F)cccc1F)C1CCN(S(=O)(=O)c2ccc3c(c2)OCCO3)CC1
 : 4	9	13	7	2	0.93	3	2	0.98
> CC1(C)Cc2cccc(OCC(=O)Nc3ccccc3F)c2O1
 : -3	25	40	-4	-11	1	1	12	1.1
> Cc1c(Cl)cccc1NC(=O)CN1CCC(NC(=O)C2CCCCC2)CC1
 : 21	22	12	4	1	0.96	-17	-7	0.99
> C[C@@H](NC(=O)[C@@H]1Cc2ccccc2CN1C(=O)OC(C)(C)C)C(=O)NCC1CCCO1 (some centres undefined)
 : 12	4	6	13	-5	0.87	-3	4	1.1
> COc1cc(C(=O)NCC(c2cccs2)N2CCc3ccccc32)cc(OC)c1OC (centres undefined)
 : 19	28	30	0	-31	1	3	24	1.3
> O=C(NCc1ccc(N2CCCC2=O)cc1)c1cn(Cc2ccccc2)nn1
 : -20	4	6	1	21	0.99	-8	-1	0.79
> CN(CC(=O)NCCc1ccccc1)Cc1ccco1
 : 8	-3	18	-13	-1	1.1	2	-1	1
> CCOc1ccc(S(=O)(=O)NCCC(=O)NCc2ccccn2)cc1
 : -4	-22	12	-2	-3	1	0	-1	1
> Cc1cc(C)c(N2C(=O)C3C4CC(=O)C(c5ccccc54)C3C2=O)c(C)c1 (centres undefined)
 : 15	3	12	-10	-1	1.1	0	-13	1
> Cc1noc(C)c1S(=O)(=O)Nc1c(C)n(C)n(-c2ccccc2)c1=O
 : 13	6	-2	-14	-7	1.1	-1	4	1.1
> Cc1ccc(S(=O)(=O)c2c(COC(=O)c3cccc(Cl)c3)c(-c3ccccc3)nn2C)cc1
 : 5	0	-5	32	12	0.68	-4	4	0.88
> Clc1cccc(NC2=NCCC2)c1
 : -9	8	-11	11	3	0.89	-3	4	0.97
> Cc1ccc(C(=O)CNc2ccc(F)cc2)cc1
 : 5	8	19	12	0	0.88	2	8	1
> NNC(=O)CSc1nnnn1-c1ccccc1
 : -14	-6	-9	2	10	0.98	-2	-7	0.9
> CCOCCCNCc1c(Cl)cccc1Cl
 : 7	3	9	23	-1	0.77	36	0	1
> CCOC(=O)C1(CCOc2ccccc2)CCN(Cc2ccc(O)cc2)CC1
 : -9	10	17	-1	0	1	0	18	1
> CCOC(=O)c1ccc(C(=O)OCC)c(NC(=S)Nc2ccc([N+](=O)[O-])cc2OC)c1
 : 13	18	9	11	10	0.89	14	11	0.9
> N#CCc1c(C#N)c(N)nc(N2CCCC(CO)C2)c1C#N (centres undefined)
 : -10	4	8	3	3	0.97	-3	-11	0.97
> COc1ccc(C2C=C(c3ccccc3)Nc3nnnn32)cc1 (centres undefined)
 : 16	-5	23	-7	-3	1.1	-20	5	1
> CC(C)(c1ccccc1)c1ccc(OCC(O)CNC2CCN(Cc3ccccc3)CC2)cc1 (centres undefined)
 : -17	-189	40	-1	-2	1	-12	27	1
> O=C(OCC(=O)N1N=C(c2ccc(Cl)cc2)CC1c1ccco1)c1cccnc1 (centres undefined)
 : 13	24	12	-8	-5	1.1	3	18	1.1
> COc1ccccc1C(=O)NNC(=O)c1csc(N2CCOCC2)n1
 : 1	7	10	-105	2	2*	2	6	0.98
> O=C(COc1ccccc1)N=C1SC2CS(=O)(=O)CC2N1c1ccc(F)cc1F (centres undefined)
 : 11	5	17	-5	2	1	-4	9	0.98
> COCCn1c(SCC(=O)NNC(=O)c2ccc(OC)c(OC)c2)nc2ccccc2c1=O
 : 2	1	12	-19	2	1.2	1	-3	0.98
> Cc1ccc(NC(=O)Cc2ncc(C(F)(F)F)cc2Cl)cc1Cl
 : 6	-19	23	11	-48	0.89	-4	6	1.5

Whole records from above. Values in the order: TIM10 inh	tim10-1 inh	NLRP3 yeast inh	hIAP inh	mIAP block	hIAP activ	ATG4B inh	Apaf-1 inh	mIAP act
Results for CCOC(=O)c1c(N)c2cc([N+](=O)[O-])ccc2n1C → -8	-5	25	-23	-6	1.2	-8	-3	1.1
Results for COc1ccc(C2C=C(c3ccccc3)Nc3nnnn32)cc1 (centres undefined) → 16	-5	23	-7	-3	1.1	-20	5	1
Results for C[C@@H](NC(=O)[C@@H]1Cc2ccccc2CN1C(=O)OC(C)(C)C)C(=O)NCC1CCCO1 (some centres undefined) → 12	4	6	13	-5	0.87	-3	4	1.1

Further results.
Sequence of screens: TIM10 inh	tim10-1 inh	NLRP3 yeast inh	hIAP inh	mIAP block	hIAP activ	ATG4B inh	Apaf-1 inh	mIAP act
> O=C(NCc1ccco1)c1ccccc1Br
 : -5	7	-12	-2	-8	1	-10	3	1.1
> O=C(N/N=C/c1ccccc1)c1ccc(NC(=O)c2ccc(F)cc2)cc1
 : -6	-4	17	8	-1	0.92	2	3	1
> CC(C)Oc1ccc(C(CC(=O)N2CCOCC2)C(C)C)cc1 (centres undefined)
 : -5	2	11	-10	0	1.1	0	3	1
> O=C(CCn1cccc1)Nc1ccc(F)cc1
 : -5	6	-6	12	8	0.88	-10	-2	0.92
> FC(F)(F)c1nc2ccccc2n2c(-c3c(Cl)cccc3Cl)nnc12
 : 0	31	16	1	6	0.99	17	8	0.94
> CN(C1CCCCC1)S(=O)(=O)c1ccc2c(c1)CCC(=O)N2
 : 15	25	0	3	8	0.97	5	6	0.92
> COc1ccccc1N(CC(O)Cn1ccnc1C)S(=O)(=O)c1ccccc1 (centres undefined)
 : 0	6	-6	4	0	0.96	4	9	1
> COc1cccc2cc(C(=O)N3CCN(C/C=C/c4ccccc4)CC3)c(=O)oc12
 : 8	37	5	16	-3	0.84	-2	7	1
> CC1SC(c2ccccc2)N(CC(O)c2ccc([N+](=O)[O-])cc2)C1=O (centres undefined)
 : 21	19	15	14	13	0.85	-2	-8	0.87
> CC(=O)c1c(C)[nH]c(C(=O)Nc2cc(F)ccc2C)c1C
 : -14	-13	8	-2	-15	1	-3	7	1.1
> Cc1cccc(NC(=O)N2C3CCCC2CC(NC(=O)C2CC2)C3)c1 (centres undefined)
 : 2	-10	-2	-2	3	1	1	1	0.97
> C[C@H](CO)N1C[C@H](C)[C@@H](CN(C)C(=O)Nc2ccccc2)Oc2c(NC(=O)Nc3ccc4c(c3)OCO4)cccc2C1=O
 : 6	2	21	7	3	0.93	-4	10	0.97
> O=S(=O)(Nc1cccc(-c2nnco2)c1)c1ccc(F)cc1F
 : -3	4	7	-4	0	1	-5	-4	1
> O=C(NC1=NCCS1)c1cc(Cl)ccc1Cl
 : -4	-1	6	12	0	0.88	1	0	1
> COC(=O)c1ccccc1NC(NC(=O)c1ccco1)C(=O)c1ccc(C)cc1 (centres undefined)
 : -19	14	7	3	5	0.97	-4	11	0.95
> C[C@H]1C[C@H]2[C@@H]3CCC4=CC(=O)C=C[C@]4(C)[C@@]3(Cl)[C@@H](O)C[C@]2(C)[C@@]1(O)C(=O)CO
 : 9	16	22	0	13	1	-6	11	0.87
> Cc1ccc(Cl)cc1NC(=O)COC(=O)CCN1C(=O)C2CC=CCC2C1=O (centres undefined)
 : 1	3	-9	8	-12	0.92	-13	8	1.1
> C/C(=N/O)c1cc(C(C)(C)C)c(O)c(C(C)(C)C)c1
 : 8	21	1	3	8	0.97	-5	17	0.92
> CN1CCN(C(=O)c2ccccc2NS(=O)(=O)c2ccc(F)cc2)CC1
 : 9	5	20	-9	-11	1.1	-3	6	1.1
> Cc1ccc(NC(=O)Cn2nnc(-c3ccc4c(c3)OCO4)n2)cc1F
 : 12	-21	12	5	5	0.95	-8	5	0.95
> C=CCC(NCc1ccccc1)c1ccco1 (centres undefined)
 : 10	15	-8	-1	0	1	-6	-9	1
> CN(CC(=O)Nc1ccccn1)S(=O)(=O)c1ccc(Cl)cc1
 : -10	6	14	-3	10	1	-12	2	0.9
> CCS(=O)(=O)n1nc(-c2ccc(C)cc2)nc1N
 : -2	7	11	-1	-10	1	-10	-2	1.1
> COCCN(C(=O)COC(=O)c1cc2ccccc2cc1O)c1c(N)n(Cc2ccccc2)c(=O)[nH]c1=O
 : 2	10	23	-6	4	1.1	-12	3	0.96
> O=C(COc1nncc2ccccc12)NCCC1=CCCCC1
 : 19	18	-29	3	-1	0.97	-8	1	1
> CC(C)(C)NC(=O)C(OC(=O)c1cccs1)c1ccc(F)cc1 (centres undefined)
 : 30	11	32	-5	0	1.1	-1	-1	1
> Cc1ccc2c(c1)CCCN2C(=O)C1CCCO1 (centres undefined)
 : -4	19	4	9	0	0.91	-12	0	1
> Nc1nc2ccccc2n1CCOc1ccc(Cl)cc1
 : -4	-9	24	-6	12	1.1	-1	6	0.88
> CSc1nnc(-c2ccccc2Cl)o1
 : -6	-14	3	3	10	0.97	-4	-10	0.9

Three compounds from above, reduced to mIAP act:
structure	mIAP act
Cn1c(C=O)c(C#CC(C)(C)O)c2ccccc21	0.93
Cc1ccc(Cl)cc1NC(=O)COC(=O)CCN1C(=O)C2CC=CCC2C1=O (centres undefined)	1.1
Cc1ccc2c(c1)CCCN2C(=O)C1CCCO1 (centres undefined)	1

Reformatted with tabs: part of the list above
Compound	TIM10 inh	tim10-1 inh	NLRP3 yeast inh	hIAP inh	mIAP block	hIAP activ	ATG4B inh	Apaf-1 inh	mIAP act
Nc1nc2ccccc2n1CCOc1ccc(Cl)cc1	-4	-9	24	-6	12	1.1	-1	6	0.88
COCCN(C(=O)COC(=O)c1cc2ccccc2cc1O)c1c(N)n(Cc2ccccc2)c(=O)[nH]c1=O	2	10	23	-6	4	1.1	-12	3	0.96
C[C@H](CO)N1C[C@H](C)[C@@H](CN(C)C(=O)Nc2ccccc2)Oc2c(NC(=O)Nc3ccc4c(c3)OCO4)cccc2C1=O	6	2	21	7	3	0.93	-4	10	0.97
C/C(=N/O)c1cc(C(C)(C)C)c(O)c(C(C)(C)C)c1	8	21	1	3	8	0.97	-5	17	0.92
Cc1cccc(NC(=O)N2C3CCCC2CC(NC(=O)C2CC2)C3)c1 (centres undefined)	2	-10	-2	-2	3	1	1	1	0.97
